Screening results (PubChem BioAssay)
ALDH1A1 block – qHTS Assay for Inhibitors of Aldehyde Dehydrogenase 1 (ALDH1A1); hit rate 7.3% among 220,000; Purified ALDH1A1, NADH fluorescence, propionaldehyde substrate; Potency, µM (highest dose often 75.3 µM), for the others: at the highest dose activity, negative = inhibition, hits mostly inhibitors; active = well fitted inhibition curve with a large enough effect, not every such curve was filed as active; inconclusive = small, poorly fitted or top-dose-only effect, or another doubt; inactive = no such curve, though single readings can be large or run the other way;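 note: plate controls were no enzyme wells and a reference inhibitor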
Target sequence (P00352 whole entry, looked up): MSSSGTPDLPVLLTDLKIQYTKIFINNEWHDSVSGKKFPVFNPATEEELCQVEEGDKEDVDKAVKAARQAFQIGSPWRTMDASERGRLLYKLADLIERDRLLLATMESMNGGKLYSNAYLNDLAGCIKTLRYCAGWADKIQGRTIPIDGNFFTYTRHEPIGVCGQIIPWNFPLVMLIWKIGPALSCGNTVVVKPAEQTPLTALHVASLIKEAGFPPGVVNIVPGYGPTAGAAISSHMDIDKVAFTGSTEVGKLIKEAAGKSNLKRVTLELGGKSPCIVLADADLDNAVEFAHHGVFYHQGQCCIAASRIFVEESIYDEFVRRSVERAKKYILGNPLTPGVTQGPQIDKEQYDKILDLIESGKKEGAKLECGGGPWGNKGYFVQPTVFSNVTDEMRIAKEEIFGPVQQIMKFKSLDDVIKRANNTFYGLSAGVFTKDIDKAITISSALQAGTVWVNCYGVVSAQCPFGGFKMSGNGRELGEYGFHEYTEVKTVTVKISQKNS
L3MBTL1 block – qHTS Assay for the Inhibitors of L3MBTL1; Lethal(3)malignant brain tumor-like protein 1 (Homo sapiens), Q9Y468; AlphaScreen L3MBTL1–H3K9me1 peptide binding; Potency, µM (highest dose often 57.1 µM), for the others: at the top dose activity, negative = inhibition, actives largely listed as inhibitors; hit rate 0.66% among 230,000; note: % is set by controls: 0 for no effect and ±100 for the full control effect; nearly all actives have a fitted effect of over 60% in size
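L3MBTL1 50 nM + b-AHA-H3(1-15)K9me1 75 nM, 30 min RT; compound added, 30 min RT; streptavidin donor/Ni-chelate acceptor beads 10 ug/mL each final, 30 min RT dark; AlphaScreen read.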
SMN2 splice enh – qHTS Assay for Enhancers of SMN2 Splice Variant Expression. hit rate 2.8% among 210,000. Potency, µM (top dose mostly 46.1 µM), for inactives: at the top dose activity change, positive = activation, usual class: activators. HEK293 SMN2-luciferase splicing reporter, luminescence, 30-36 h; note: % of control where 0% means no effect; nearly all actives have a fitted effect of over 55% in size
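HEK293 cells carry an SMN2 minigene-luciferase reporter in which exon 7 inclusion puts luciferase in frame. Cells were seeded at 2000 cells/well, attached for 10-12 hours, then exposed to compounds for 30-36 hours at 37C before ONE-Glo luminescence.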
KinaseGlo FLuc – Counterscreen for Luciferase (Kinase-Glo TM) Inhibition. Luciferin 4-monooxygenase (Photuris pensylvanica), Q27757. Kinase-Glo luciferase, ATP luminescence, 8 min. Potency, µM (top dose mostly 38.3 µM), for the others: at the highest dose activity change, negative = inhibition, hits mostly inhibitors. hit rate 0.28% among 200,000; note: % is set by controls: 0 for no effect and ±100 for the full control effect; nearly all actives have a fitted effect of over 60% in size
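Inhibition of Kinase-Glo luciferase light generation was assessed at 10 uM ATP in pH 7.2 imidazole buffer, with luminescence measured after eight minutes at ambient temperature.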
JMJD2E inh – qHTS Assay for Inhibitors of Human Jumonji Domain Containing 2E (JMJD2E). Potency, µM (top dose mostly 57.1 µM), for the others: at the top dose activity change, negative = inhibition, usual class: inhibitors. Lysine-specific demethylase 4E (Homo sapiens), B2RXH2. hit rate 1.6% among 230,000. JMJD2E catalytic domain, FDH-coupled NADH fluorescence (FDH is formaldehyde dehydrogenase); active = well fitted inhibition curve with a large enough effect, not every such curve was filed as active; inconclusive = small, poorly fitted or top-dose-only effect, or another doubt; inactive = no such curve, though single readings can be large or run the other way;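 note: 0% = wells with enzyme and -100% = buffer wells without enzyme; nearly all actives have a fitted effect of over 50% in size; many of its hits are not listed in these tables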
Target sequence (B2RXH2 1-337 limits assumed): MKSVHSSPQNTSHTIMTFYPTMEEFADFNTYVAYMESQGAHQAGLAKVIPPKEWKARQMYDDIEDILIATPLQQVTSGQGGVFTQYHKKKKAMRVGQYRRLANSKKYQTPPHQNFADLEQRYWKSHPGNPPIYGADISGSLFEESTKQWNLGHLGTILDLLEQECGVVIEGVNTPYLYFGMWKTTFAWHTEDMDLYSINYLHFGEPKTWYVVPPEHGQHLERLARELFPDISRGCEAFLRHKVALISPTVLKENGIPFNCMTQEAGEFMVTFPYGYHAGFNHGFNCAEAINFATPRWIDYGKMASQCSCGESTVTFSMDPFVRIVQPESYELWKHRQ
RECQ1 helicase – qHTS Assay for Inhibitors of RecQ-Like Dna Helicase 1 (RECQ1) | ATP-dependent DNA helicase Q1 (Homo sapiens), P46063 | RECQ1 DNA unwinding, red fluorescence kinetic read | Potency, µM (highest dose often 57.3 µM), for the others: top-dose activity, negative = inhibition, hits mostly inhibitors | hit rate 0.54% among 240,000;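 note: plate controls were vehicle for no effect and no enzyme for full effect; nearly all actives have a fitted effect of over 30% in size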
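50 nM RECQ1T1 preincubated 15 min with compound in Tris pH 8.0 buffer with MgCl2, DTT, Tween-20 and 2.5 ug/ml poly(dI-dC); started with 200 nM TAMRA/BHQ-2 forked duplex and 2 mM ATP. Unwinding read as fluorescence (525/598 nm), two reads 2 h apart.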
Tau ThT inhib – qHTS for Inhibitors of Tau Fibril Formation, Thioflavin T Binding; Potency, µM (titrated, usually from 57.4 µM), for inactives: at the top dose activity, negative = inhibition, actives largely listed as inhibitors; recombinant tau K18 P301L (four-repeat tau fragment), heparin-induced fibrillization, ThT fluorescence; hit rate 2.1% among 270,000; Microtubule-associated protein tau (Homo sapiens), P10636; note: % is set by controls: 0 for no effect and ±100 for the full control effect; nearly all actives have a fitted effect of over 55% in size
Target sequence (P10636 561-689 P618L limits assumed): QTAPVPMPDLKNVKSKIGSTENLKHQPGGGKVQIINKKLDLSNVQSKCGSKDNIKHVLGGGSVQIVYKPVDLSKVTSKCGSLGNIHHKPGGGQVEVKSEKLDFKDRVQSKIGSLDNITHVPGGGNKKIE
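Aggregation was driven by heparin (20 uM final) acting on recombinant tau […] bearing P301L in 100 mM sodium acetate pH 7; fibrils were detected with Thioflavin T.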
LMNA splice mod – qHTS Assay for Modulators of Lamin A Splicing | hit rate 0.01% among 200,000 | Potency, µM (doses to about 46.1 µM), for inactives: at the top dose ratio change, negative = inhibition, most hits filed as inhibitors | HeLa LMNA splicing GFP/RFP minigene ratio, 48 h; active = well fitted inhibition curve with a large enough effect in the signal ratio, with a control signal flat, not every such curve was filed as active; inconclusive = small, poorly fitted or top-dose-only effect, or effect the other way, or a change in a side signal; the % refers to the signal ratio; note: % is set by controls: 0 for no effect and ±100 for the full control effect
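S3 HeLa stable clones carrying a lamin A-EGFP splicing minigene plus DsRed2 were seeded at 600 cells/well in Opti-MEM with 2% FBS, pin-dosed and incubated 48 h at 37°C. Acumen cytometry (488 nm) gave the GFP/RFP total-intensity ratio.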
* hit, by the source's call; & = joins results of further samples; [ ] = remark or other dose. Unless noted, calls come from the whole dose curve; as a rule, active = well fitted curve in the direction sought with a large enough effect; inconclusive = small, poorly fitted or top-dose-only effect, or another doubt; inactive = no such curve, though single readings can be large; an effect the other way counts as inactive or inconclusive. Potency is the fitted concentration of half-maximal effect. An excerpt. The share of hits here may be higher or lower than overall.

Results for O=C(O)c1cc2c([nH]c1=O)CCCC2 ?
ALDH1A1 block: inconclusive; L3MBTL1 block: 1%[11.4 µM]; SMN2 splice enh: -9%; KinaseGlo FLuc: 4%; JMJD2E inh: inconclusive; RECQ1 helicase: 1%; Tau ThT inhib: 5%; LMNA splice mod: 16%

What do the screens show for `Cc1ccc(S(=O)(=O)NC(=O)c2ccc(-c3ccc(-c4ccccc4)cc3)o2)c(C)c1`?
ALDH1A1 block: inconclusive; L3MBTL1 block: -10%; SMN2 splice enh: 4%; KinaseGlo FLuc: 0%; JMJD2E inh: inconclusive; RECQ1 helicase: -10%; Tau ThT inhib: -16%; LMNA splice mod: 8%

Results for CCCCSc1c(C)c2cc3c(cc2[nH]c1=O)OCO3 ?
ALDH1A1 block: inconclusive; L3MBTL1 block: -1%; SMN2 splice enh: -8%; KinaseGlo FLuc: 0%; JMJD2E inh: inconclusive; RECQ1 helicase: 9%; Tau ThT inhib: -10%; LMNA splice mod: 4%

How did c1ccc2cc(Sc3ncnc4c3oc3ccccc34)ccc2c1 do in these assays?
ALDH1A1 block: 3%; L3MBTL1 block: 0%; SMN2 splice enh: -21%; KinaseGlo FLuc: 7%; JMJD2E inh: -1%; RECQ1 helicase: inactive; Tau ThT inhib: -16%; LMNA splice mod: 9%

How did CCOc1ccc(/C=C2\CCc3ccccc3C2=O)cc1 do in these assays?
L3MBTL1 block: -5%; JMJD2E inh: inconclusive; RECQ1 helicase: -6%; Tau ThT inhib: inconclusive

How did Cc1nc2ccccc2c(=O)n1NC(=O)c1ccc(F)cc1Cl do in these assays?
ALDH1A1 block: 10%; SMN2 splice enh: 8%; KinaseGlo FLuc: -1%; JMJD2E inh: 1%; RECQ1 helicase: -2%; Tau ThT inhib: -1%; LMNA splice mod: -6%

What do the screens show for `O=C(CCn1cnc2ccccc2c1=O)Nc1nc(-c2ccc(Br)cc2)cs1`?
ALDH1A1 block: 0%; L3MBTL1 block: 32%[activator]; SMN2 splice enh: -14%; KinaseGlo FLuc: -1%; JMJD2E inh: -7%; RECQ1 helicase: -13%; Tau ThT inhib: 8%; LMNA splice mod: -8%

Results for CC1CCCN(C(=O)Cn2c(-c3nonc3N)nc3ccccc32)C1 (configuration not stated) ?
ALDH1A1 block: inconclusive; L3MBTL1 block: -1%; SMN2 splice enh: -11%; KinaseGlo FLuc: -7%; JMJD2E inh: -7%; RECQ1 helicase: 1%; Tau ThT inhib: -5%; LMNA splice mod: 4%

What do the screens show for `CS(=O)(=O)c1cc([N+](=O)[O-])c(Sc2nc3ccccc3[nH]2)c([N+](=O)[O-])c1`?
ALDH1A1 block: 8.9µM*; KinaseGlo FLuc: -3%; JMJD2E inh: 0%; RECQ1 helicase: -2%; Tau ThT inhib: 12%; LMNA splice mod: inconclusive

Results for CCCn1c(=NC(=O)c2c(-c3c(F)cccc3Cl)noc2C)c(C(=O)OCC)cc2c(=O)n3ccccc3nc21 ?
ALDH1A1 block: inconclusive; L3MBTL1 block: -1%; SMN2 splice enh: 3%; JMJD2E inh: -6%; RECQ1 helicase: -3%; Tau ThT inhib: -10%&-1%; LMNA splice mod: -6%

How did CCOc1cc(NC(=S)NCC2CCCO2)c(OCC)cc1NC(=O)CC (configuration not stated) do in these assays?
ALDH1A1 block: 4%; L3MBTL1 block: -5%; KinaseGlo FLuc: 2%; JMJD2E inh: -4%; RECQ1 helicase: -8%; Tau ThT inhib: 9%; LMNA splice mod: 6%[46 µM]

Results for CS(=O)(=O)NCCSCc1c(Cl)cccc1Cl ?
ALDH1A1 block: 0%; SMN2 splice enh: -15%; KinaseGlo FLuc: 0%; JMJD2E inh: 1%; RECQ1 helicase: inconclusive; Tau ThT inhib: -6%; LMNA splice mod: -8%

Results for CCCCn1c(SCC(=O)c2ccc3c(c2)NC(=O)CO3)nc2cc(S(N)(=O)=O)ccc21 ?
ALDH1A1 block: 2%; L3MBTL1 block: inconclusive; SMN2 splice enh: 9%; KinaseGlo FLuc: 1%; JMJD2E inh: 1%; RECQ1 helicase: inactive; Tau ThT inhib: 11%

How did COc1ccc(NC(=S)N2CCN(Cc3ccccc3)CC2)c(OC)c1 do in these assays?
ALDH1A1 block: 1%; L3MBTL1 block: -8%; SMN2 splice enh: -11%; KinaseGlo FLuc: -1%; JMJD2E inh: -14%; RECQ1 helicase: 18%; Tau ThT inhib: -2%; LMNA splice mod: 26%[46 µM]

How did COc1ccc(/C(N)=N/OC(=O)CSc2ccc(C)cc2)cc1OC do in these assays?
ALDH1A1 block: -2%; SMN2 splice enh: 18%; KinaseGlo FLuc: -7%; JMJD2E inh: 2%; RECQ1 helicase: -10%; Tau ThT inhib: inconclusive; LMNA splice mod: 9%

Random excerpt: 2 records from the list.
How did CCOc1cc(NC(=S)NCC2CCCO2)c(OCC)cc1NC(=O)CC (configuration not stated) do in these assays?
ALDH1A1 block: 4%; L3MBTL1 block: -5%; KinaseGlo FLuc: 2%; JMJD2E inh: -4%; RECQ1 helicase: -8%; Tau ThT inhib: 9%; LMNA splice mod: 6%[46 µM]

Results for CCCn1c(=NC(=O)c2c(-c3c(F)cccc3Cl)noc2C)c(C(=O)OCC)cc2c(=O)n3ccccc3nc21 ?
ALDH1A1 block: inconclusive; L3MBTL1 block: -1%; SMN2 splice enh: 3%; JMJD2E inh: -6%; RECQ1 helicase: -3%; Tau ThT inhib: -10%&-1%; LMNA splice mod: -6%

Additional structures:
How did COc1ccc(C2C(C(=O)Nc3ccc(F)cc3)=C(C)Nc3nc(CCCO)nn32)cc1 (configuration not stated) do in these assays?
ALDH1A1 block: inconclusive; L3MBTL1 block: -2%; SMN2 splice enh: 11%; KinaseGlo FLuc: 3%; JMJD2E inh: 1%; RECQ1 helicase: -2%; Tau ThT inhib: -6%; LMNA splice mod: -1%

What do the screens show for `CCOC(=O)C(NCc1ccc2c(c1)OCO2)(NC(=O)CC)C(F)(F)F` (configuration not stated)?
ALDH1A1 block: 1%; L3MBTL1 block: 5%; SMN2 splice enh: -1%; KinaseGlo FLuc: -1%; JMJD2E inh: -2%; RECQ1 helicase: -5%; Tau ThT inhib: -1%; LMNA splice mod: -6%

Results for CC(=O)N(C)C(c1ccc(N(C)C)cc1)c1nnnn1-c1c(C)cccc1C (configuration not stated) ?
ALDH1A1 block: 0%; L3MBTL1 block: -11%; SMN2 splice enh: -3%; KinaseGlo FLuc: 1%; JMJD2E inh: -6%; RECQ1 helicase: -4%; Tau ThT inhib: -10%; LMNA splice mod: -3%

What do the screens show for `O=[N+]([O-])c1ccc(COc2cccc(CNc3ccc(F)cc3)c2)cc1`?
ALDH1A1 block: 14µM*; L3MBTL1 block: inconclusive; SMN2 splice enh: -30%[inhibitor]; KinaseGlo FLuc: 4%; JMJD2E inh: -3%; RECQ1 helicase: -3%; Tau ThT inhib: inconclusive; LMNA splice mod: inconclusive

Results for CN(C)c1ccc(C(=O)c2ccccc2)cc1 ?
ALDH1A1 block: -11%; SMN2 splice enh: 29%; KinaseGlo FLuc: -7%; JMJD2E inh: -2%; RECQ1 helicase: inactive; Tau ThT inhib: -13%; LMNA splice mod: -6%

Results for CCN1CCN(S(=O)(=O)c2cccc(S(=O)(=O)N3CCOCC3)c2)CC1 ?
ALDH1A1 block: -2%; L3MBTL1 block: 2%; KinaseGlo FLuc: -1%; JMJD2E inh: 2%; RECQ1 helicase: -5%; Tau ThT inhib: 12%

Results for CCOC(=O)C(Cc1ccc(O)cc1)NC(C)=O (configuration not stated) ?
ALDH1A1 block: -7%; SMN2 splice enh: 17%; KinaseGlo FLuc: -6%; JMJD2E inh: 6%; RECQ1 helicase: -9%; Tau ThT inhib: 0%

How did COC(=O)C1CCN(C(=O)CCCOc2ccccc2)CC1 do in these assays?
ALDH1A1 block: -15%; L3MBTL1 block: 26%[11.4 µM]; KinaseGlo FLuc: -7%; JMJD2E inh: 0%; RECQ1 helicase: -3%; Tau ThT inhib: -10%; LMNA splice mod: 1%

How did O=C(/C=C/c1ccc2c(c1)OCO2)NCCSCc1ccc(Cl)cc1 do in these assays?
ALDH1A1 block: -17%; L3MBTL1 block: -1%; SMN2 splice enh: -4%; KinaseGlo FLuc: -3%; JMJD2E inh: inconclusive; RECQ1 helicase: -2%; Tau ThT inhib: -13%; LMNA splice mod: -14%

Results for CCOc1ccc2nc(NC(=S)N(C)C)sc2c1 ?
ALDH1A1 block: 25µM*; SMN2 splice enh: 4µM*; KinaseGlo FLuc: -1%; JMJD2E inh: -2%; RECQ1 helicase: -2%; Tau ThT inhib: inconclusive; LMNA splice mod: -11%

What do the screens show for `COC(=O)c1cc2occc2n1Cc1nc(-c2ccccc2F)oc1C`?
L3MBTL1 block: 1%; SMN2 splice enh: 6%; JMJD2E inh: 4%; RECQ1 helicase: 0%; Tau ThT inhib: -1%&3%

How did CC(=O)Nc1cccc(NC(=O)Nc2cccc(F)c2)c1 do in these assays?
ALDH1A1 block: 3%; L3MBTL1 block: 3%; JMJD2E inh: 4%; RECQ1 helicase: -5%; Tau ThT inhib: 12%

Results for Cc1cc(C)c(C)c(S(=O)(=O)Nc2ccccc2C(=O)NCCCn2ccnc2)c1C ?
ALDH1A1 block: inconclusive; KinaseGlo FLuc: -1%; JMJD2E inh: inconclusive; RECQ1 helicase: -6%; Tau ThT inhib: -5%; LMNA splice mod: inconclusive
